PREPL inh: PREPL enzyme inhibitors, primary screen, biochemical, fluorescence polarization. Prolyl endopeptidase-like (Homo sapiens), Q4J6C6. recombinant PREPL, fluorescence polarization activity-based probe. inhibition, % at 5.96 µM. 0.68% of 320,000 active. AID 2751, 2010; in the data active = inhibition above about 43%;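 also: 0% = enzyme with DMSO and 100% = wells lacking enzyme; many of its hits are not listed in these tables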
GSTO1 inh: inhibitors of recombinant GSTO1, primary screen, counter-screen for RBBP9 inhibitor project, biochemical, fluorescence polarization; 1.1% of 300,000 active; activity-based probe fluorescence polarization; inhibition, % at 5.96 µM; Glutathione S-transferase omega-1 (Homo sapiens), P78417;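 active = inhibition above the campaign mean inhibition plus 3 SD, cut at about 35% in these data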;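 also: 0% = GSTO1-1 with DMSO and 100% = wells lacking GSTO1-1 enzyme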
Target sequence (P78417 whole entry, looked up): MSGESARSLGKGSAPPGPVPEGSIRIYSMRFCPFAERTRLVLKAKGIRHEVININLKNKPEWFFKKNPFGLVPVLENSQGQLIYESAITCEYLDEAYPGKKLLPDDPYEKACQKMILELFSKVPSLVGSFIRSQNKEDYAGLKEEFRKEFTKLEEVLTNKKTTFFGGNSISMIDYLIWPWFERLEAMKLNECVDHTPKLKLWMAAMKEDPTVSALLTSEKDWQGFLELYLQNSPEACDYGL
LYPLA2 inh: LYPLA2 inhibitors, primary screen, counter-screen for PME1 inhibitor project, biochemical, fluorescence polarization, FP-Rh probe ABPP. 0.38% of 320,000 active. Acyl-protein thioesterase 2 (Homo sapiens), O95372. AID 2177, 2009. inhibition, % at 5.9 µM. recombinant LYPLA2;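 active = inhibition above the screen-wide mean plus 3 SD, limit set per campaign, cut at about 26% in these data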;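 also: 0% = LYPLA2 with DMSO and 100% = wells lacking LYPLA2 enzyme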
PAD4 inh: human PAD4 inhibitors, primary screen, biochemical, fluorescence polarization, 1536-well format; Protein-arginine deiminase type-4 (Homo sapiens), Q9UM07; AID 485272, 2010; inhibition, % at 6.36 µM; 0.41% of 330,000 active; recombinant PAD4, RCA probe fluorescence polarization;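 active = percent inhibition above a cutoff equal to the mean of all tested compounds plus 3 SD, cut at about 15% in these data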;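 also: 0% = PAD4 with RCA probe and DMSO and 100% = probe without PAD4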
LYPLA1 inh: LYPLA1 inhibitors, primary screen, counter-screen for PME1 inhibitor project, biochemical, fluorescence polarization, FP-Rh probe ABPP. Acyl-protein thioesterase 1 (Homo sapiens), O75608. recombinant LYPLA1. inhibition, % at 5.9 µM. 0.16% of 320,000 active;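 active = inhibition above the mean of all tested compounds plus 3 SD, set per campaign, cut at about 14% in these data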;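 also: inhibitors block serine hydrolase probe labeling of LYPLA1 so polarization falls; 0% = enzyme with DMSO and 100% = wells lacking LYPLA1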
Target sequence (O75608 whole entry, looked up): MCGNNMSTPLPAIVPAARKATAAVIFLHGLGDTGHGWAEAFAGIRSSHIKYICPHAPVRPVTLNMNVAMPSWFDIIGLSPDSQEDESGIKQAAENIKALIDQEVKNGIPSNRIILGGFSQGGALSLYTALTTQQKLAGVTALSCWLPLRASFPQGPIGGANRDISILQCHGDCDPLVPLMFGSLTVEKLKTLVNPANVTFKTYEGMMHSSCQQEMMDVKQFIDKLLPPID
PAFAH1B3 FP inh: PAFAH1B3 enzyme inhibitors, primary screen, biochemical, fluorescence polarization, human; AID 492972, 2010; inhibition, % at 3.39 µM; Platelet-activating factor acetylhydrolase IB subunit alpha1 (Homo sapiens), Q15102; 0.28% of 340,000 active; recombinant PAFAH1B3, FP-rhodamine probe;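 active = inhibition above the screen-wide average of all tested compounds plus 3 SD, cut at about 25% in these data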;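 also: 0% = enzyme with DMSO only and 100% = wells lacking PAFAH1B3 protein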
Target sequence (Q15102 whole entry, looked up): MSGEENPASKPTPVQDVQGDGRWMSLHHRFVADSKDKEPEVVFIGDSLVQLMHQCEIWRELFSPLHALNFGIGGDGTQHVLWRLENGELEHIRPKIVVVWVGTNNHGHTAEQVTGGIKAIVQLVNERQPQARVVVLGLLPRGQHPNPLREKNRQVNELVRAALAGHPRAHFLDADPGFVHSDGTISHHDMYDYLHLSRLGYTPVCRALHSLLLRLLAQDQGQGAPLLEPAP
ZTA DNA inh: counter-screen for EBNA-1 inhibitors: inhibitors of Epstein-Barr virus ZTA; P03206; ZTA-DNA binding, fluorescence polarization; inhibition, % at 11 µM; 0.15% of 320,000 active; in the data active = inhibition above about 33%
Target sequence (P03206 whole entry, looked up): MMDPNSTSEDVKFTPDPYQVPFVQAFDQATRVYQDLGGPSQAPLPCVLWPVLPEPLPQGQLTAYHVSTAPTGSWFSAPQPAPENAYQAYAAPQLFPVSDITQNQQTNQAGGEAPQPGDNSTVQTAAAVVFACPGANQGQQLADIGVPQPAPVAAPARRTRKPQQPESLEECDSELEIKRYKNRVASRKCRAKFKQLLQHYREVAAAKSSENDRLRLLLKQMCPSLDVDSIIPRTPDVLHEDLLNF
PAFAH2 FP inh: PAFAH2 enzyme inhibitors, primary screen, biochemical, fluorescence polarization, human; recombinant PAFAH2, FP-rhodamine activity probe; 0.99% of 340,000 active; inhibition, % at 3.39 µM;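 active = inhibition above the mean over all tested compounds plus 3 SD, cut at about 30% in these data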;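 also: inhibitors block probe labeling of enzyme so polarization drops; 0% = enzyme with DMSO and 100% = wells lacking PAFAH2 protein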
EBNA-1 inhibitor: EBNA-1 DNA-binding inhibitors, primary screen, biochemical, fluorescence polarization; AID 1950, 2009; 0.34% of 300,000 active; inhibition, % at 14.8 µM; in the data active = inhibition above about 28%
* = called active by the depositor; . = no result given. Only part of the results is shown, so the mix of outcomes need not match the whole.

SMILES	PREPL inh	GSTO1 inh	LYPLA2 inh	PAD4 inh	LYPLA1 inh	PAFAH1B3 FP inh	ZTA DNA inh	PAFAH2 FP inh	EBNA-1 inhibitor
O=C(CSc1nnc(-c2ccccc2)c(-c2ccccc2)n1)Nc1ccc(Br)cn1	-10	-2	-1	0	-7	2	7	-6	16
O=c1c2c(nc3n1CCS3)c1cc(F)ccc1n2Cc1cc(=O)n2cc(Cl)ccc2n1	1	3	-3	1	-3	.	6	.	-1
CC(=O)N1CCN=C1SCc1cccc(Cl)c1	29	5	2	-2	1	5	-7	-4	12
CCS(=O)(=O)N1CCCC(C(=O)NCCc2ccc(C)cc2)C1 (stereo unspecified)	-1	2	4	-6	-2	-2	-7	7	2
O=C(O)COc1ccccc1/C=N/Nc1ccc(S(=O)(=O)Nc2ccc(Cl)cc2)cc1[N+](=O)[O-]	37	-23	3	0	3	11	6	17	7
Cc1cc(NC(=O)CSc2nccn2-c2cccc(Cl)c2)no1	-5	5	5	0	-2	-8	-21	-9	-2
O=C(c1cc2cc([N+](=O)[O-])ccc2oc1=O)N1CCN(c2ncccn2)CC1	-3	10	1	3	3	5	-10	-7	6
Cc1ccc(SCC(=O)NC2CC3CCC(C2)N3C)cc1 (stereo unspecified)	11	2	-3	2	3	4	10	-3	-12
CCCCCCSc1cccc(-c2nc3ccc(C)cn3c2NCc2ccccc2)c1	13	3	-3	-1	-2	-2	-2	-4	-7
CNC(=O)c1cccnc1Nc1cccc(C(F)(F)F)c1	7	5	-6	0	-3	-4	15	0	-3

A stretch from further up:
SMILES	PREPL inh	GSTO1 inh	LYPLA2 inh	PAD4 inh	LYPLA1 inh	PAFAH1B3 FP inh	ZTA DNA inh	PAFAH2 FP inh	EBNA-1 inhibitor
O=C(CSc1nnc(-c2ccccc2)c(-c2ccccc2)n1)Nc1ccc(Br)cn1	-10	-2	-1	0	-7	2	7	-6	16
O=c1c2c(nc3n1CCS3)c1cc(F)ccc1n2Cc1cc(=O)n2cc(Cl)ccc2n1	1	3	-3	1	-3	.	6	.	-1
CC(=O)N1CCN=C1SCc1cccc(Cl)c1	29	5	2	-2	1	5	-7	-4	12

The results go on:
SMILES	PREPL inh	GSTO1 inh	LYPLA2 inh	PAD4 inh	LYPLA1 inh	PAFAH1B3 FP inh	ZTA DNA inh	PAFAH2 FP inh	EBNA-1 inhibitor
COc1ccc2[nH]cc(CCNC(=O)C3CCCCC3)c2c1	14	3	4	-2	1	-1	-4	-4	14
Cc1cccc(CN2C(=O)CSc3ccc(C(=O)NC4CC4)cc32)c1	1	2	4	3	-1	12	12	-2	7
CCN(CC)S(=O)(=O)c1ccc(C(=O)NCc2ccc(C)cc2)cc1	-12	1	3	-1	1	3	4	5	1
CC(C)CC(=O)Nc1ccccc1N1CCN(C(=O)c2ccccc2)CC1	9	-2	-2	-1	3	4	11	-5	1
CC(C)(C)c1ccc(C(=O)NNc2ccc(F)cc2F)cc1	4	2	4	-5	2	3	5	0	2
COc1cc(C(C#N)N2CCC(c3ccccc3)=N2)ccc1O (stereo unspecified)	-7	10	5	2	5	5	-4	-3	-2
CCn1ccnc1CN(C)Cc1c(C(=O)N2CCCCCCC2)nc2ccc(Cl)cn12	9	-2	2	-2	0	4	0	3	10
COc1nc(OCCNC(C)=O)nc(N(C)C)n1	17	3	8	-2	3	-3	-8	-1	-11
O=C(Nc1cccc2cccnc12)c1ccc(Cl)cc1Cl	4	3	6	3	2	2	1	-1	-1
O=C(Nc1ccccc1Cl)OCc1cncs1	-1	14	0	-1	-1	13	19	3	12

Pulled by compound from above (2):
SMILES	PREPL inh	GSTO1 inh	LYPLA2 inh	PAD4 inh	LYPLA1 inh	PAFAH1B3 FP inh	ZTA DNA inh	PAFAH2 FP inh	EBNA-1 inhibitor
COc1nc(OCCNC(C)=O)nc(N(C)C)n1	17	3	8	-2	3	-3	-8	-1	-11
CCn1ccnc1CN(C)Cc1c(C(=O)N2CCCCCCC2)nc2ccc(Cl)cn12	9	-2	2	-2	0	4	0	3	10

(further entries)
SMILES	PREPL inh	GSTO1 inh	LYPLA2 inh	PAD4 inh	LYPLA1 inh	PAFAH1B3 FP inh	ZTA DNA inh	PAFAH2 FP inh	EBNA-1 inhibitor
CCN(c1ccccc1)S(=O)(=O)c1c[nH]c2ccc([N+](=O)[O-])cc12	-16	-16	-8	4	-6	3	-1	-9	-4
COc1cccc(N2C(=O)C3CCCN3C2c2ccc(N(C)C)cc2)c1 (stereo unspecified)	7	2	1	-5	2	-6	-1	-10	15
CCN(C[C@H]1N[C@@](Cc2ccccc2)(C(=O)OC)[C@H]2C(=O)N(C)C(=O)[C@@H]12)C(=O)COc1ccccc1	5	.	.	0	.	1	.	9	.
O=C1c2cccnc2C(O)N1C1CCCCC1 (stereo unspecified)	14	12	0	0	3	6	-3	-8	4
Cc1ccccc1NC1=C(C(=O)c2ccccc2)N(C)S(=O)(=O)c2ccccc21	-1	0	-5	1	-2	-2	4	-6	-2
O=C(CP(=O)(c1ccccc1)c1ccccc1)Nc1cccc(CP(=O)(c2ccccc2)c2ccccc2)c1	8	20	-1	3	-1	-4	-3	5	11
COCCNCC(=O)N1c2ccccc2Sc2ccccc21	-5	2	3	-1	0	0	0	-5	-6
O=C(O)c1ccc2c(c1)C(=O)N(CCCCCCCN1C(=O)c3ccc(C(=O)O)cc3C1=O)C2=O	4	2	47*	-4	69*	-2	3	-7	2
CC(OC(=O)CCc1nc2ccccc2c(=O)[nH]1)C(=O)NC1CCCC1 (stereo unspecified)	1	8	5	1	-2	0	0	-1	9
COc1ccc(/C=N/OCC(=O)NC(c2ccccc2)c2ccccc2)cc1OC	4	2	-4	-4	-1	-3	14	2	5
O=C1N(Cc2cccc(Cl)c2)C[C@@H]2C[C@@H](c3cccn3-c3nccs3)N3CCC[C@@]123	23	-5	-2	2	-2	4	7	-9	4
O=C(O)c1cc2n(n1)CCN(Cc1ccccc1Cl)C2=O	4	1	1	-1	0	5	5	2	1
Cc1ccc(NC(=O)CSc2nnc(NC(=O)CN3CCOCC3)s2)cc1	-9	-2	-11	-1	-3	-2	3	-4	-5
O=C(Nc1ccccc1F)c1ccc2ncsc2c1	1	2	5	3	4	5	12	-3	7
O=C(/C=C/c1ccc(S(=O)(=O)N2CCOCC2)cc1)N1CCN(c2ccc(F)cc2)CC1	-7	4	-2	-3	1	3	16	-1	4
CCc1nc(-n2[nH]c(=O)c3ccccc3c2=O)c2c3c(sc2n1)CCCC3	0	-8	-13	5	-2	6	16	5	-7
Cc1nnn(C23CC4CC(CC(C(=O)NN)(C4)C2)C3)n1	5	5	5	-3	5	12	-15	0	3
O=c1[nH]c2ccccc2n1C1CCCCC1	7	7	-3	-6	-3	3	-7	-1	-1
O=C(/C=C/c1ccccc1Cl)c1ccc[nH]1	-18	-4	0	-4	2	10	-11	10	0
CCn1c(SCC(=O)c2ccc3c(c2)OCCO3)nnc1C(C)C	4	4	5	2	-5	5	3	-1	1
COc1ccccc1NC(=O)c1cc2n(n1)C(C(F)(F)F)CC(c1ccc3c(c1)OCO3)N2 (stereo unspecified)	31	-8	-1	-2	-7	-3	1	-3	1
C#Cc1ccc([C@@H]2C=C(C(=O)N3CCN(Cc4ccccc4)CC3)O[C@H](OCC)[C@H]2CCCO)cc1	33	-1	-3	-4	-2	3	-2	0	2
CCCCCCC(C)n1cc(C(C)=O)c(=O)[nH]c1=O (stereo unspecified)	-3	-1	12	-2	5	2	-16	-7	-4
COc1ccccc1CNC(=O)C(=O)c1cn(CC(=O)N2CCCC2)c2ccccc12	10	9	9	1	3	-1	-17	2	2
O=C(O)c1cccnc1SCc1cccc(Br)c1	11	3	-5	0	-3	9	6	3	11
Cn1nccc1C(=O)Nc1ccc2c(c1)OCCO2	1	-4	-2	-3	-2	-5	-9	5	4
COc1ccccc1OCCC(=O)OCC(=O)NCc1ccc(Cl)cc1	-5	0	2	4	-1	5	5	2	12
COc1ccc(CN2C(=O)CCC2(C)C(=O)NC2CCCC2)c(OC)c1 (stereo unspecified)	3	-1	5	-7	3	2	4	8	-4
Cc1onc(-c2ccccc2Cl)c1C(=O)NC1CCCCCC1	2	2	-2	-1	4	4	-5	-3	25
O=C(Cc1ccc([N+](=O)[O-])cc1)Nc1cccc(C(F)(F)F)c1	14	-2	-8	-6	-7	-2	-10	-4	1

Some of the entries so far, with values under each structure.
Below each SMILES – PREPL inh | GSTO1 inh | LYPLA2 inh | PAD4 inh | LYPLA1 inh | PAFAH1B3 FP inh | ZTA DNA inh | PAFAH2 FP inh | EBNA-1 inhibitor
COc1ccccc1OCCC(=O)OCC(=O)NCc1ccc(Cl)cc1
→ -5 | 0 | 2 | 4 | -1 | 5 | 5 | 2 | 12
CCCCCCC(C)n1cc(C(C)=O)c(=O)[nH]c1=O (stereo unspecified)
→ -3 | -1 | 12 | -2 | 5 | 2 | -16 | -7 | -4

Carrying on:
SMILES	PREPL inh	GSTO1 inh	LYPLA2 inh	PAD4 inh	LYPLA1 inh	PAFAH1B3 FP inh	ZTA DNA inh	PAFAH2 FP inh	EBNA-1 inhibitor
CCc1c(C)nc(N2CCN(c3ccccc3F)CC2)[nH]c1=O	-2	3	1	0	1	7	-7	-7	-4
COc1cc2c(cc1OC)CN(C(=O)CSc1ccccc1C)CC2	1	.	.	-7	.	1	.	1	.
COc1ccc(OC)c(N/C(C)=C/C(=O)c2ccncc2)c1	25	2	-5	23*	-3	6	-12	1	-9
Cc1ccnc(NCn2nnc3ccccc32)c1	-5	0	-2	-2	-1	7	5	2	2
O=C(NC1CCCC1)c1cc(COc2ccc3ncccc3c2)on1	-8	16	7	-1	0	7	6	13	-1
COCCCNC(=S)N/N=C/c1ccc(O)cc1O	-4	-8	2	3	-1	.	-1	.	-6
C=C1CCC2[C@](C)(CO)[C@H](O)CC[C@@]2(C)[C@@H]1C/C=C1\C(=O)OC[C@H]1O (stereo partly specified)	0	-7	6	3	0	5	8	6	2
Cc1ccc(S(=O)(=O)N2CCC(C(=O)OCC(=O)N(C)C3CCS(=O)(=O)C3)CC2)cc1C (stereo unspecified)	12	0	-2	1	0	-7	3	0	-4
Cc1ccc(CNC(=O)CSc2nnc3n2CCCCC3)cc1	13	.	5	-8	2	0	3	1	.
